Bcl-B TR3 displacers: displacers of TR3 peptide from Bcl-B, primary screen, selectivity assay for Bfl-1 inhibitor project, biochemical, fluorescence polarization; FP displacement of FITC-TR3 peptide from Bcl-B; higher % means a stronger effect; displacement, % at 20 µM, or IC50 in µM where a hit was titrated; hit rate 0.11% among 96,000; AID 748;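 active = displacement above 50% at 20 µM plus a fluorescence interference ratio under 1.5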;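 also: plate controls were wells without compound for no effect and wells lacking Bcl-B protein for full effect; a part of the inactive calls stands beside numbers as strong as those of hits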
IL1B NFkB inh: blocks IL-1B driven NFkB nuclear translocation in HUVEC cells; HUVEC IL-1B NFkB p65 nuclear translocation imaging; inhibition, % at 2 µM; hit rate 0.43% among 94,000; AID 796;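 active = inhibition above about 30% together with a positive call from visual inspection of the well image, limit read from the data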;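 also: nuclear over cytoplasmic p65 intensity ratio measured by imaging; 0% = IL-1B stimulated DMSO wells and 100% = unstimulated DMSO wells; values of inactives mirror those of a sister screen read the other way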
MRP resist rev: MRP-mediated drug resistance reversal | H69AR cells + 2 uM doxorubicin, CellTiter-Glo, 72 h | differential viability (reversal), % at 10 µM | hit rate 0.04% among 85,000 | AID 602;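 active = viability drop by adding the cancer drug above about 55%, with treated viability meeting a 40% cutoff, limit read from the data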;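 also: viability without doxorubicin minus viability with 2 µM doxorubicin for each compound; larger differential means the compound sensitizes cells more to doxorubicin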
NFkB transloc pot: enhances IL-1B driven NFkB nuclear translocation; hit rate 0.3% among 94,000; HUVEC IL-1B NFkB p65 nuclear translocation imaging; activation, % at 2 µM;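 active = activation above 40%, about the mean plus 3 SD, also judged a hit on visual image review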;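 also: percent activation is computed from the nuclear over cytoplasmic p65 intensity ratio; values of inactives mirror those of a sister screen read the other way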
PLAP inhibition: inhibition of human placental alkaline phosphatase – biochemical, luminescence, HTS (AID 690). inhibition, % at 20 µM, or IC50 in µM where a hit was titrated. purified PLAP, luminescent substrate; higher % means a stronger effect. hit rate 0.08% among 96,000; in the data active = a potency from the dose series; inactive = the rest, 99 in 100 with inhibition below about 30%; also: strong numbers were not always called active
MRP resist rev cytotoxicity: second read-out of MRP resist rev, no call of its own (marks repeat the call); viability, %; H69AR cells, CellTiter-Glo, 72 h; measured here: cytotoxicity without doxorubicin
MRP resist rev with doxorubicin: recorded beside MRP resist rev, whose call it bears; viability, %; measured here: viability with 2 uM doxorubicin; hits give low values
IL1B NFkB inh cell count 2 µM: also measured in IL1B NFkB inh; calls as there; cell count; measured here: cells passing quality filter;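 raw number of nuclei counted in each imaged well without normalization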
NFkB transloc pot cell count 2 µM: also measured in NFkB transloc pot; calls as there; cell count; measured here: cells passing quality filter
* = called active by the depositor; · = not tested or not shown. These rows are one share of the data; count on the stated rates, not on these rows.

cpd	SMILES	Bcl-B TR3 displacers	IL1B NFkB inh	IL1B NFkB inh cell count 2 µM	MRP resist rev	MRP resist rev cytotoxicity	MRP resist rev with doxorubicin	NFkB transloc pot	NFkB transloc pot cell count 2 µM	PLAP inhibition
1	Cc1nn(CCOc2ccccc2)c(=O)n1-c1c(F)cccc1F	-2%	8	138	·	·	·	-8	138	-25%
2	CC1=CCC(C(=O)O)C(C(=O)O)C1 (configuration not stated)	-12%	-4	100	·	·	·	4	100	4%
3	O=C(Nc1ccc(Cc2ccncc2)cc1)c1ccco1	-17%	-7	108	16	103	88	7	108	26%
4	CCOC(=O)c1cnn(-c2ncnc3sc(C)c(C)c23)c1N	-5%	13	109	-22	84	106	-13	109	-27%
5	O=C(CN1C(=O)CSC1=O)NCc1ccccc1	2%	1	95	-12	90	102	-1	95	-17%
6	CCCC(=O)NCCCc1nc2ccccc2[nH]1	-2%	·	·	14	106	92	·	·	-13%
7	CCOC(=O)CSc1nnc(CNC(=O)c2ccc(OC)cc2)n1Cc1ccccc1	-5%	-18	121	12	104	91	18	121	-16%
8	C=CCS(=O)(=O)c1nc2ccccc2s1	-13%	12	159	0	1	1	-12	159	-16%
9	CC(C)Sc1nnc(NC(=O)C2CC2)s1	-5%	·	·	6	115	109	·	·	-20%
10	N#Cc1cc2ccc(N3CCOCC3)cc2cc1C#N	-4%	-7	146	-2	81	84	7	146	7%
11	CNc1nc(OCC(F)(F)F)nc(N2CCN(C34CC5CC(CC(C5)C3)C4)CC2)n1	·	5	160	10	90	80	-5	160	·
12	O=C(NCCOc1nc(N2CCOCC2)nc(N2CCOCC2)n1)Nc1ccc(Cl)cc1	-1%	5	191	15	100	85	-5	191	10%
13	COc1ccc(C(=O)Nc2ccc3c(c2)OCCO3)cc1	·	4	133	3	90	87	-4	133	·
14	CCc1c(C)c2nncn2[nH]c1=O	0%	-32	194	-14	84	98	32	194	-32%
15	Cc1cc(C)nc(SCC(=O)c2ccc([N+](=O)[O-])cc2)n1	7%	13	136	·	·	·	-13	136	-23%
16	Cc1c(CN(C)C)c2c(n1C)C(=O)c1ccc(Br)cc1-2	11%	-5	120	12	66	54	5	120	-38%
17	CCOC(=O)Cc1csc(NC(=O)CSc2nnc(Cc3csc(N)n3)n2C)n1	-8%	1	153	9	101	93	-1	153	-19%
18	CCOC(=O)N1CCC(n2c(SCC(=O)NCc3ccco3)nc3ccsc3c2=O)CC1	0%	5	169	43	66	24	-5	169	-28%
19	CCOc1cc(/C=C2\N=C(SC)SC2=O)cc([N+](=O)[O-])c1OC(C)=O	-4%	-2	104	·	·	·	2	104	12%
20	CNS(=O)(=O)c1cc(OC)ccc1OC	-4%	-8	93	2	97	95	8	93	21%
21	O=C(NCc1ccccc1)C1CCN(S(=O)(=O)N2CCOCC2)CC1	12%	9	120	14	90	76	-9	120	-4%
22	COc1ccc(C2C3=C(CC(C)(C)CC3=O)Nc3c2c(=O)[nH]c(=O)n3Cc2ccccc2)cc1 (configuration not stated)	-2%	-102	179	-7	89	97	102*	179*	-43%
23	CC1(C)CC(=O)C(Sc2nnc(-c3ccc(O)cc3)n2CC2CCCO2)C(=O)C1 (configuration not stated)	-1%	-15	171	1	98	97	15	171	9%
24	Cc1cc(C)n(-c2cc(N3CCOCC3)ncn2)n1	·	2	57	-6	90	96	-2	57	·
25	COC(=O)[C@@H](NC(=O)N1CCN(c2cccc(C(F)(F)F)c2)CC1)C(C)C	5%	-9	90	19	108	89	9	90	-43%
26	CCOc1ccccc1NC(=O)c1ccccc1NS(C)(=O)=O	3%	7	163	-21	82	103	-7	163	-23%
27	Cc1ccc2c(c1)nnn2C1CCN(S(=O)(=O)c2ccc(C(=O)N(C)C)cc2)CC1	·	-1	104	10	70	60	1	104	·
28	CCn1c(N2CCC(Cc3ccccc3)CC2)nc2c1c(=O)[nH]c(=O)n2C	0%	-9	126	4	51	47	9	126	-28%
29	Cc1ccc(OC(=O)C(F)(F)F)c2c1NCCC2	-3%	-6	73	19	100	82	6	73	2%
30	Cc1ccc(CNC(=O)[C@@H]2CCC(=O)N2Cc2ccco2)cc1	14%	·	·	6	95	89	·	·	-28%

In the list so far, these contain a CF3 group.
cpd	SMILES	Bcl-B TR3 displacers	IL1B NFkB inh	IL1B NFkB inh cell count 2 µM	MRP resist rev	MRP resist rev cytotoxicity	MRP resist rev with doxorubicin	NFkB transloc pot	NFkB transloc pot cell count 2 µM	PLAP inhibition
11	CNc1nc(OCC(F)(F)F)nc(N2CCN(C34CC5CC(CC(C5)C3)C4)CC2)n1	·	5	160	10	90	80	-5	160	·
25	COC(=O)[C@@H](NC(=O)N1CCN(c2cccc(C(F)(F)F)c2)CC1)C(C)C	5%	-9	90	19	108	89	9	90	-43%
29	Cc1ccc(OC(=O)C(F)(F)F)c2c1NCCC2	-3%	-6	73	19	100	82	6	73	2%

Following part.
cpd	SMILES	Bcl-B TR3 displacers	IL1B NFkB inh	IL1B NFkB inh cell count 2 µM	MRP resist rev	MRP resist rev cytotoxicity	MRP resist rev with doxorubicin	NFkB transloc pot	NFkB transloc pot cell count 2 µM	PLAP inhibition
31	COc1cc(C(=O)NCCOc2ccccc2)c(Br)c(OC)c1OC	-13%	-2	151	·	·	·	2	151	1%
32	Cc1nc2ccc(Cl)cc2nc(C)/c1=N\O	-38%	11	170	-2	6	7	-11	170	-11%
33	O=C(Nc1sc2c(c1C(=O)c1ccc(Cl)cc1)CCCC2)c1cccnc1	-4%	-7	113	·	·	·	7	113	-37%
34	CCOC(=O)c1c(C)[nH]c(O)c1C=Nc1ccc(Cl)cc1	5%	0	167	·	·	·	0	167	-19%
35	O=C(c1ccc(C(F)(F)F)cc1)N1CCCCC1	-7%	·	·	-4	90	94	·	·	5%
36	COc1cccc(NC(=O)Cc2cn(C)c3ccccc23)c1	-5%	13	56	1	88	86	-13	56	15%
37	Cc1c(Br)cc(C(=O)N2CCCCCC2)c(C)c1C	-7%	-12	223	4	86	82	12	223	-68%
38	CC1(C)CC(=O)C(C=Nc2ccc(O)cc2)=C(O)C1	-8%	8	125	-20	54	74	-8	125	0%
39	CCOC(=O)c1ccc(N/C(=N\S(=O)(=O)c2ccccc2C)c2ccccc2)cc1	4%	1	158	·	·	·	-1	158	-26%
40	Cc1ccc(S(=O)(=O)N(c2cccc(C)c2)C2CCS(=O)(=O)C2)cc1 (configuration not stated)	-5%	-2	176	22	85	63	2	176	15%
41	CC(=O)Nc1ccc(S(=O)(=O)N2CCOCC2)cc1	·	-1	143	5	95	89	1	143	·
42	Cn1ncc2c(N3CCOCC3)ncnc21	-46%	-10	69	0	93	93	10	69	4%
43	C=CCn1c(O)c(N=NC(=O)c2ccc3c(c2)OCO3)c2ccccc21	-7%	7	152	·	·	·	-7	152	11%
44	CCOC(=O)c1cc(C)n(CCCN2CCOCC2)c1C	10%	-20	50	-12	80	92	19	50	-15%
45	COc1ccc(C2c3c(ncn(CCN4CCOCC4)c3=N)Oc3ccc4ccccc4c32)cc1 (configuration not stated)	-2%	14	141	0	1	1	-14	141	-65%
46	CCC(C(=O)OCC(=O)Nc1c(C)n(C)n(-c2ccccc2)c1=O)c1ccccc1 (configuration not stated)	-6%	-11	144	8	106	97	11	144	-2%
47	O=C(NCc1ccccc1)NC1CC2CCC(C1)N2Cc1ccco1 (configuration not stated)	-3%	-6	132	6	98	92	5	132	-22%
48	Clc1ccc(CN2CCC(c3nc4ccc(Cl)cc4[nH]3)CC2)cc1	4%	7	157	·	·	·	-7	157	-49%
49	COC(=O)c1cc(COc2ccc3c4c(c(=O)oc3c2)CCCC4)c(C)o1	-2%	·	·	-1	84	85	·	·	6%
50	C/C(=N/NC(=O)c1cccs1)c1cccc(NC(=O)C2CC2)c1	9%	-3	84	·	·	·	3	84	0%
51	COc1ccccc1NC(=O)Cn1nnc(C(=O)Nc2ccccc2)c1N	-6%	6	178	-3	76	79	-6	178	7%
52	CCCCN1CC(O)=C(c2nc3ccccc3[nH]2)C1=N	-6%	8	163	-9	71	80	-8	163	-23%
53	Cc1noc(C)c1C(=O)Nc1sc(C)c(C)c1C#N	-10%	-11	131	1	84	83	11	131	9%
54	Cc1cccc(Nc2ncccc2C(=O)O)c1C	-9%	·	·	-5	89	93	·	·	2%
55	O=C1c2ccncc2C(=O)N1C1CCCCC1	-5%	9	94	3	94	91	-9	94	-1%
56	C1=C(CCNc2ncnc3nc[nH]c23)CCCC1	6%	·	·	8	102	95	·	·	-82%
57	CSc1nc2ccc3nc(NC(=O)c4cccs4)sc3c2s1	-12%	12	96	19	51	32	-12	96	-6%
58	O=C(CCn1ccc2ccccc21)Nc1ccc(N2CCOCC2)cc1	6%	-3	183	1	97	96	3	183	-25%
59	Cc1ccc(SCc2nc3ccccc3n2CC(=O)Nc2c(C)cccc2C)cc1	-31%	3	90	·	·	·	-3	90	-26%
60	C=CC(C)Sc1nc2c(c(=O)n(C)c(=O)n2C)n1Cc1ccccc1Cl (configuration not stated)	4%	·	·	14	67	53	·	·	-32%

Among those listed so far, 3 have bromine.
cpd	SMILES	Bcl-B TR3 displacers	IL1B NFkB inh	IL1B NFkB inh cell count 2 µM	MRP resist rev	MRP resist rev cytotoxicity	MRP resist rev with doxorubicin	NFkB transloc pot	NFkB transloc pot cell count 2 µM	PLAP inhibition
16	Cc1c(CN(C)C)c2c(n1C)C(=O)c1ccc(Br)cc1-2	11%	-5	120	12	66	54	5	120	-38%
31	COc1cc(C(=O)NCCOc2ccccc2)c(Br)c(OC)c1OC	-13%	-2	151	·	·	·	2	151	1%
37	Cc1c(Br)cc(C(=O)N2CCCCCC2)c(C)c1C	-7%	-12	223	4	86	82	12	223	-68%

Next part.
cpd	SMILES	Bcl-B TR3 displacers	IL1B NFkB inh	IL1B NFkB inh cell count 2 µM	MRP resist rev	MRP resist rev cytotoxicity	MRP resist rev with doxorubicin	NFkB transloc pot	NFkB transloc pot cell count 2 µM	PLAP inhibition
61	COc1ccc(OC)c(NC(=O)Cc2coc3ccc4ccccc4c23)c1	18%	4	182	15	81	66	-5	182	-69%
62	CC(=O)NC1C(OCCOc2ccc(Cl)cc2Cl)OC(COC(C)=O)C(OC(C)=O)C1OC(C)=O (configuration not stated)	2%	3	169	·	·	·	-3	169	-44%
63	Cc1ccc(N2C(=O)c3n[nH]c(C)c3C2c2ccccn2)cc1 (configuration not stated)	-2%	-4	85	-4	83	86	4	85	-33%
64	COc1cccc(N(C(=O)c2ccco2)C(C(=O)NC2CCCC2)c2cccnc2)c1 (configuration not stated)	-2%	-21	206	-4	101	104	21	206	-72%
65	CCC(=O)Nc1cc(C(F)(F)F)ccc1N1CCOCC1	2%	-16	178	11	84	73	16	178	-10%
66	O=C(NCCCN1CCCC1=O)c1ccc(Cl)c(NS(=O)(=O)c2ccc(F)cc2)c1	-1%	3	161	12	93	81	-3	161	-37%
67	C[C@H](NC(=O)Nc1ccc2c(c1)OCCO2)C(=O)O	-3%	-22	127	-6	95	101	22	127	11%
68	Cc1ccc2c(CC(=O)OCc3nc(N)nc(Nc4ccccc4C)n3)coc2c1	-27%	-9	132	14	88	74	9	132	5%
69	CCSc1sccc1C1C(C#N)=C(N)N(c2cccnc2)C2=C1C(=O)CCC2 (configuration not stated)	1%	-11	159	25	52	26	11	159	7%
70	COCCn1c(CCC(=O)O)nc2c1c(=O)[nH]c(=O)n2CC(C)C	-1%	-8	105	6	95	89	8	105	2%

Reformatted with two lines to a compound: part of the list above
Results follow in this order: Bcl-B TR3 displacers | IL1B NFkB inh | IL1B NFkB inh cell count 2 µM | MRP resist rev | MRP resist rev cytotoxicity | MRP resist rev with doxorubicin | NFkB transloc pot | NFkB transloc pot cell count 2 µM | PLAP inhibition
[63] Cc1ccc(N2C(=O)c3n[nH]c(C)c3C2c2ccccn2)cc1 (configuration not stated)
    -2% | -4 | 85 | -4 | 83 | 86 | 4 | 85 | -33%
[65] CCC(=O)Nc1cc(C(F)(F)F)ccc1N1CCOCC1
    2% | -16 | 178 | 11 | 84 | 73 | 16 | 178 | -10%
